USP1-UAF1 inh = USP1/UAF1 (human) deubiquitinase inhibition | O94782 | recombinant USP1/UAF1, Ub-Rhodamine cleavage fluorescence | Potency, µM (top dose mostly 57.1 µM), for the others: at the top dose activity change, negative = inhibition, most hits filed as inhibitors | 390,000 tested, 0.23% active; also: potency is read from the fitted curve at half-maximal effect; % is scaled to controls: 0 for no effect and ±100 for the full control effect; nearly all actives have a fitted effect of over 60% in size; inactives centre near -12
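High-throughput fluorogenic screen: 1nM USP1/UAF1 complex, Ub-Rho substrate 150nM final, 50mM HEPES pH 7.8 with 0.5mM EDTA, 0.1 mg/ml BSA, 1mM TCEP and 0.01% Tween-20.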
rTrxR1 inhibitor = blocks rat thioredoxin reductase 1. O89049. recombinant rTrxR1, NADPH fluorescence consumption, selenite substrate. 390,000 tested, 1% active. Potency, µM (top dose mostly 114 µM), inactives show at the top dose activity change, negative = inhibition, actives largely listed as inhibitors; also: potency is read from the fitted curve at half-maximal effect; % is scaled to controls: 0 for no effect and ±100 for the full control effect; nearly all actives have a fitted effect of over 65% in size
Target sequence (O89049 whole entry, looked up): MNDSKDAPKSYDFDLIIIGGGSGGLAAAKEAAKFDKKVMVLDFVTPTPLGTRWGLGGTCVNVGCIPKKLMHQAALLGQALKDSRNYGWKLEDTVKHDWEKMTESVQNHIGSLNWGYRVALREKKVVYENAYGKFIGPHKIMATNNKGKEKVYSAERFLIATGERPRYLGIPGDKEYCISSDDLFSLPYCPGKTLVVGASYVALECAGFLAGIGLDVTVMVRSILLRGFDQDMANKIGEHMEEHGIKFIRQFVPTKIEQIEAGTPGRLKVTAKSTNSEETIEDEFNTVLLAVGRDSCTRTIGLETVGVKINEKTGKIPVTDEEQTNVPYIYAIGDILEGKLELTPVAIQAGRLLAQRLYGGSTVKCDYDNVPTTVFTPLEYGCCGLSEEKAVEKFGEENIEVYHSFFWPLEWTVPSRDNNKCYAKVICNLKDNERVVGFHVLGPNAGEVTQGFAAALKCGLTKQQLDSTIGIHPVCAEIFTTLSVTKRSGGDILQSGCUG
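Rat TrxR1 (90 nM in the dispensed reagent) was pre-reduced with 400 uM NADPH for 5 min at room temperature, then incubated with compound for 15 min. After 400 uM selenite was added, NADPH fluorescence (Ex 340/Em 450 nm) was followed for 8 min.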
mIDH1 inhibitor = inhibitors of human mutant IDH1 R132H | O75874 | Potency, µM (titrated, usually from 76.6 µM), for inactives: at the top dose activity change, negative = inhibition, hits mostly inhibitors | IDH1-R132H enzyme, NADPH consumption, diaphorase/resazurin fluorescence | 390,000 tested, 0.093% active; also: potency is read from the fitted curve at half-maximal effect; % is scaled to controls: 0 for no effect and ±100 for the full control effect; nearly all actives have a fitted effect of over 65% in size
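IDH1-R132H (0.5 ug/mL dispensed) in pH 7.5 Tris buffer was preincubated 30 min with compound, then given a substrate mix of 0.016 mM NADPH and 2 mM alpha-KG for 80 min at room temperature; remaining NADPH was read by diaphorase/resazurin fluorescence.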
RGS4 inhibitor = human RGS4 inhibition. P49798. Transcreener GDP fluorescence polarization, RGS4-accelerated GTP hydrolysis. Potency, µM (top dose mostly 114 µM), for inactives: at the highest dose activity change, negative = inhibition, actives largely listed as inhibitors. 390,000 tested, 0.039% active. AID 504845; also: potency is read from the fitted curve at half-maximal effect; % is scaled to controls: 0 for no effect and ±100 for the full control effect; nearly all actives have a fitted effect of over 75% in size; some results filed as inactive show a strong effect at the top dose
Target sequence (P49798 whole entry, looked up): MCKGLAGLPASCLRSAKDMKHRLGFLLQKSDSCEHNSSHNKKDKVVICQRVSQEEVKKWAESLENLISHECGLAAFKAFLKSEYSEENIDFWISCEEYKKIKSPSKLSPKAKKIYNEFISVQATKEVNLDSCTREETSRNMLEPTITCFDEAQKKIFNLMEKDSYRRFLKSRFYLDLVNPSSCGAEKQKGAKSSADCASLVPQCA
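MLSMR compounds (23 nl, pin-transferred) preincubated 10 min at room temperature with a 500nM (2x) first reagent, then RGS4 at 900nM (2x) plus Transcreener GDP mix added; fluorescence polarization (620/688 nm) read before and after 90 min at 30 °C.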
GRP78 ERSR act = induces the endoplasmic reticulum stress response in human glioma cells. U87-MG GRP78 promoter luciferase reporter, 16 h. Potency, µM, for inactives: top-dose activation, most hits filed as activators. 420,000 tested, 0.02% active. AID 602332; also: potency is read from the fitted curve at half-maximal effect; series mostly up to about 76 µM; % of control where 0% means no effect; nearly all actives have a fitted effect of over 35% in size
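Stably transfected U87-MG glioma cells carrying a GRP78-based luciferase sensor; 16 h compound incubation. Luminescence end-point read 10 min after Bright-Glo addition at room temperature.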
TrxR1 substrate = substrates of rat thioredoxin reductase 1; O89049; purified TrxR1 substrate turnover, NADPH consumption readout; Potency, µM (series often up to 114 µM), inactives show at the highest dose activity change, negative = substrate turnover; 390,000 tested, 0.01% active; also: potency is read from the fitted curve at half-maximal effect; % is scaled to controls: 0 for no effect and ±100 for the full control effect; nearly all actives have a fitted effect of over 50% in size
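Rat TrxR1, dispensed at 90 nM, was prereduced with 400 uM NADPH (final) for 5 min at ~22 deg C, then incubated with compound 15 min before 400 uM selenite. A first-read NADPH fluorescence drop versus no-compound background flagged substrates.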
Vif-A3G inh = inhibitors of Vif-APOBEC3G interaction; Q9HC16; HeLa A3G-eYFP + Vif (tagged APOBEC3G with the HIV-1 protein that degrades it), YFP fluorescence, overnight; Potency, µM (top dose mostly 46.1 µM), without a hit: at the highest dose activity, negative = active, actives largely listed as inhibitors; 410,000 tested, 0.076% active; AID 602310;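 also: potency is read from the fitted curve at half-maximal effect; % is scaled to controls: 0 for no effect and ±100 for the full control effect; nearly all actives have a fitted effect of over 60% in size; hits raise eYFP signal because A3G escapes Vif-driven loss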
Target sequence (Q9HC16 whole entry, looked up): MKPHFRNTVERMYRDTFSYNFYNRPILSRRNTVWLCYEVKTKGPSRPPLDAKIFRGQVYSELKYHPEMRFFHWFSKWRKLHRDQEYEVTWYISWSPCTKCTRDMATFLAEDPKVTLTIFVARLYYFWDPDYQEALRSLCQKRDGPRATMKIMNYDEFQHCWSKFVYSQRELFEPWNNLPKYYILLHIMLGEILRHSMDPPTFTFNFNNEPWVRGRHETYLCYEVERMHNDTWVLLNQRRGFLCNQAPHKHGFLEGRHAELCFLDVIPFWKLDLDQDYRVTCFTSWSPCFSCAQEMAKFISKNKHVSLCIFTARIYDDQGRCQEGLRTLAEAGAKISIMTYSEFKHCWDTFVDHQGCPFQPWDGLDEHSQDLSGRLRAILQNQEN
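Read-out is eYFP fluorescence (Ex 488/Em 500-530) from Vif-expressing HeLa A3G-eYFP cells; more signal means A3G escaped Vif-mediated degradation. Cells plated overnight, compound pinned in, incubated overnight at 37 deg C.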
Vif-APOBEC3F blk = Vif-A3F binding inhibition | Potency, µM (series often up to 46.1 µM), without a hit: top-dose activity, negative = active | 390,000 tested, 0.2% active | HeLa A3F-eYFP + Vif (tagged APOBEC3F with the HIV-1 protein that degrades it), YFP fluorescence increase; also: potency is read from the fitted curve at half-maximal effect; % of control where 0% means no effect; nearly all actives have a fitted effect of over 65% in size
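Fluorescence increase (Ex 488/Em 500-530) after overnight compound treatment at 37 deg C flags inhibition of Vif-driven A3F-eYFP loss in stable HeLa A3F-eYFP/Vif cells seeded overnight beforehand.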
LDHA inh = blocks human lactate dehydrogenase A; purified LDHA, NADH/diaphorase-resazurin fluorescence; active compounds read low; AID 1347041; P00338; 480,000 tested, 0.15% active; activity change, % (values are at about 110 or 230 µM); in the data active = activity change below about -30%; inconclusive = mostly about -25% to -30%;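 also: plate controls were DMSO wells for no effect and wells without enzyme for full effect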
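Resorufin fluorescence (ex540/em590), read at 0 and 20 min after diaphorase/resazurin addition, reports the NADH left after a 5 min room-temperature reaction of 2 nM human LDH5 with 0.06 mM NADH and 0.2 mM pyruvate.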
* marks the source's active call; other numbers are inactive results; u = inconclusive; x = not tested or not shown; & = joins results of further samples; [ ] = remark or other dose. Unless noted, calls follow the shape of the dose curve; as a rule, active = well fitted curve in the direction sought with a large enough effect; inconclusive = small, poorly fitted or top-dose-only effect, or another doubt; inactive = no such curve, though single readings can be large; an effect the other way counts as inactive or inconclusive.

SMILES	USP1-UAF1 inh	rTrxR1 inhibitor	mIDH1 inhibitor	RGS4 inhibitor	GRP78 ERSR act	TrxR1 substrate	Vif-A3G inh	Vif-APOBEC3F blk	LDHA inh
COc1cc(CCC(=O)NCc2ccc(Cl)cc2)cc(OC)c1OC	-4%	19%	9%	6%	-2%	4%	1%	-1%	-4
Cc1c(OC(C)C(=O)N[C@@H](Cc2ccccc2)C(=O)O)ccc2c3c(c(=O)oc12)CCCC3 (stereo partly drawn)	-18%	4%	-8%	-19%	-4%	96%[activator]	-1%	-2%	-3
COc1ccccc1Cc1nc2ccccc2nc1SCC(=O)N1CCC(C)CC1	u	0%[57.1 µM]	7%	-6%	-7%	3%[57.1 µM]	-4%	-1%	1
Cc1cc(Cl)ccc1OC(C)C(=O)N1CCCN(C(=O)C(C)Oc2ccc(Cl)cc2C)CC1 (stereo not drawn)	-18%	0%[57.1 µM]	-2%	-1%[11.4 µM]	-5%	-13%[57.1 µM]	-1%	3%	0
Cc1cc2ccccc2n1CCNC(=O)C(C)(C)C	-14%	18%[57.1 µM]	17%	8%	-2%	6%[57.1 µM]	6%	-1%	-1
CC(=O)c1nn(-c2ccc(C)cc2)cc1C(=O)c1cccc(Br)c1	-15%	13%[57.1 µM]	8%	14%	-4%	4%[57.1 µM]	0%	10%	-14
Cc1ccc2c(c1)S(=O)(=O)c1ccc3ccccc3c1N2	-13%	9%[11.4 µM]	9%	-31%	-3%	7%[11.4 µM]	-5%	-2%	8
Cc1ccc(NC(=O)Nc2cccnc2)cc1NC(=O)Nc1cccnc1	-12%	14%	1%	-4%	0%	9%[0.0914 µM]	-2%	-6%	1
Cc1ccc(-n2c3c(cc(C(=O)NCc4ccco4)c2=O)C(=O)CC(C)(C)C3)cc1	-1%	u	7%	-6%	-2%	3%	1%	-2%	-6
COc1ccc(C(CNC(=O)COc2ccc(F)cc2Br)N2CCCC2)cc1 (stereo not drawn)	u	4%[57.1 µM]	-5%	0%	4%	4%[57.1 µM]	1%	0%	-14
O=C(NCc1ccco1)C1CCCN(S(=O)(=O)c2cnc[nH]2)C1 (stereo not drawn)	-6%	u	-17%	6%	-3%	-2%	2%	0%	-11
COc1ccc(-c2cn3nc(SCC(=O)Nc4cc(C)cc(C)c4)ccc3n2)cc1	-17%	26%[57.1 µM]	-16%	23%	3%	18%[57.1 µM]	-2%	1%	-6
Cc1cc(NC(=O)Nc2ccc(F)cc2)no1	-21%	16%	1%	-2%	1%	4%	1%	0%	-2
O=S(=O)(N(Cc1ccccc1)[C@H](CO)Cc1ccccc1)N(Cc1ccccc1)[C@H](CO)Cc1ccccc1	-16%	18%&8%	-20%	-6%	-3%&-4%	0%&3%	4%&-3%	3%	-9
CC[N+](CC)(CC)CCOc1ccc(/C=C/c2ccccc2)cc1	-17%	16%	11%	u	-2%&-3%	9%	0%	3%	-12
CCCCn1nc(C(=O)NC2CCCCCC2)c2ccccc2c1=O	-15%	2%	4%	-27%	-5%	2%	1%	-3%	-6
COc1ccc(-c2nnnn2C)cc1S(=O)(=O)NCCc1ccccc1	-13%	3%	3%	26%	-6%	-1%	-1%	-13%	-2
CC(=O)c1ccc(S(=O)(=O)N2CCn3cccc3C2c2ccc(C)cc2)cc1 (stereo not drawn)	u	18%[57.1 µM]	0%	11%	-2%	-4%[57.1 µM]	4%	0%	-7
COc1ccc(C(=O)Nc2cccc(C(=O)O)c2)cc1S(=O)(=O)N1CCCC1	-11%	15%	0%	3%	-7%	0%	0%	4%	-3
Cc1cc(C)c2ccc(NN)nc2c1O	u	10%[57.1 µM]	2%	-28%	-4%	0%[57.1 µM]	1%	1%	14
O=C(Nc1ccc(F)cc1)C1CCCN1S(=O)(=O)c1ccc(Br)cc1 (stereo not drawn)	-14%	17%	-8%	14%	-4%	-3%	4%	-8%	-2
CCCN(CC(=O)Nc1cc(C)on1)CC(=O)Nc1ccc(F)c(F)c1F	-12%	4%	9%	21%	0%	-7%	-7%	1%	-7
Cc1cc(Cl)ccc1NC(=O)c1ccc2c(c1)CCN2S(C)(=O)=O	-19%	-1%	1%	-18%	0%	-1%	0%	-4%	-3
CCOc1ccc(S(=O)(=O)NCCCN2CCOCC2)cc1	-9%	24%	-4%	1%	0%	12%	1%	4%	-4
Oc1ccc(/C=N/n2c(-c3ccccc3)n[nH]c2=S)cc1Br	-22%	-29%	12%	-45%	6%	-10%	-19%	0%	-4

Some entries already given with just mIDH1 inhibitor, USP1-UAF1 inh and TrxR1 substrate:
| canonical_smiles | mIDH1 inhibitor | USP1-UAF1 inh | TrxR1 substrate |
| --- | --- | --- | --- |
| Cc1cc2ccccc2n1CCNC(=O)C(C)(C)C | 17% | -14% | 6%[57.1 µM] |
| Cc1ccc(NC(=O)Nc2cccnc2)cc1NC(=O)Nc1cccnc1 | 1% | -12% | 9%[0.0914 µM] |

Other structures follow:
SMILES	USP1-UAF1 inh	rTrxR1 inhibitor	mIDH1 inhibitor	RGS4 inhibitor	GRP78 ERSR act	TrxR1 substrate	Vif-A3G inh	Vif-APOBEC3F blk	LDHA inh
Cc1ccc(S(=O)(=O)N2C[C@@H]3[C@H]4CC[C@H](C4)[C@@H]3[C@@H](C)C2CC(=O)c2ccccc2)cc1 (stereo partly drawn)	-22%	41%[activator]	0%	1%	-3%	4%	2%	0%	-1
Cc1cc(C)n2nc(SCC(=O)N3CCCC3)nc2n1	u	13%[57.1 µM]	2%	-1%	0%	2%	1%	8%	0
CN1CCN(c2ccc(Cl)cc2NC(=O)/C=C/c2ccc(F)cc2)CC1	-8%	20%[57.1 µM]	0%	8%	-3%	2%[57.1 µM]	-13%	7%	-7
Cc1ccc(C)c(N2CC(C(=O)O)CC2=O)c1 (stereo not drawn)	2%	-61%	15%	5%	-6%	6%	0%	0%	-6
Cc1ccc(OCCCCn2ccnc2)c(Cl)c1	-21%	2%	1%	4%	6%	-3%	2%	-1%	-6
Cc1noc(C(=O)Nc2ccccc2C(F)(F)F)c1Cl	-15%	17%	5%	-35%	-3%	5%	2%	1%	-3
Cc1ccc2cc3cc(C(=O)NCCCN4CCCC4)oc3nc2c1	-10%	8%[57.1 µM]	-15%	-42%[56.9 µM]	-2%	164%[activator][57.1 µM]	4%	-3%	-2
O=C(c1ccc(N2CCOCC2)cc1)c1cccs1	-10%	9%	4%	-18%	-7%	-8%	-1%	1%	3
NC(=O)CN1C(=O)C(=O)N(Cc2ccccc2)C1=O	-14%	11%[57.1 µM]	5%	-2%	-4%	1%[57.1 µM]	-1%	2%	-3
C=CCNS(=O)(=O)CC12CCC(CC1=O)C2(C)C (stereo not drawn)	-8%	5%	-1%	-6%	-3%	2%	0%	x	-8
CCOC(=O)N1CCN(C(=O)c2ccc(CNS(=O)(=O)c3ccc(NC(C)=O)cc3)cc2)CC1	-9%	15%	5%	10%	-1%	-1%	-8%	-7%	-5
CCCCc1c(CCC)c(=N)c2ccccc2n1C	-14%	-1%[57.1 µM]	6%	-23%	-4%	21%[57.1 µM]	0%	0%	-37*
N#C/C(=C(/O)CSc1ccccn1)c1nc2ccccc2s1	-26%	-9%	-3%	-7%	7%	-10%	-11%	-31%	1
COCCOC(=O)c1c(C)oc2ccc(NS(=O)(=O)c3ccc(C)cc3)cc12	-17%	1%	-10%	-12%	-1%	-13%	-10%	12%	-2
COCCOC(=O)C1=C(C)NC(C)=C(C(=O)OC/C=C/c2ccccc2)C1c1cccc([N+](=O)[O-])c1 (stereo not drawn)	x	-25%[57.1 µM]	x	-6%[56.9 µM]	-4%&-3%&-3%	u	x	x	x
CC(C)C(=O)N(Cc1ccc(F)cc1)Cc1nc2ccccc2c(=O)[nH]1	5%	u	-1%	u	-7%	-6%[57.1 µM]	1%	1%	-5
COc1ccc(C(=O)NCCCOC(=O)c2ccc(OC)cc2)cc1	-23%	22%	-1%	-12%	7%	4%	0%	2%	-6
CCc1nnc(NC(=O)CSc2nnc(-c3cccnc3)n2C)s1	-11%	6%[57.1 µM]	0%	6%	-1%	4%[57.1 µM]	0%	-17%	-1
COc1ccc(N(CC(=O)NCCSCc2cccc(Cl)c2)S(C)(=O)=O)cc1Cl	-5%	-6%[57.1 µM]	-3%	12%	-5%	-6%[57.1 µM]	4%	-12%	-7
CCOC(=O)C1=C(C)Nc2ccccc2N/C1=N\S(=O)(=O)c1cc(C(=O)O)ccc1Cl	-22%	9%	-7%	9%	1%	-2%	0%	-7%	-1
Cc1ccccc1Cn1nnc2c1C(=O)c1ccccc1C2=O	u	-15%	1%	-43%	0%	-12%	u	-3%	19
CSc1ncc(C(=O)Nc2cccc(Cl)c2C)c(-c2ccccc2)n1	-12%	14%	10%	8%	-5%	9%	-2%	3%	3
Nc1nc(SCC(=O)Nc2ccc([N+](=O)[O-])cc2)n[nH]1	-8%	9%	-4%	-11%	-4%	4%[57.1 µM]	0%	5%	-3
CCCOC(=O)c1ccc(NC(=O)COC)cc1	-14%	18%[57.1 µM]	2%	11%	1%	11%[57.1 µM]	-4%	5%	1
CCCCCC(C)n1[nH]c(=O)c2c(C)cc(C)nc21 (stereo not drawn)	-31%	-11%	15%	-4%	-3%	-5%	0%	-4%	0
Cc1cccc(C(=O)N/N=C/c2ccccn2)c1	-7%	-12%	-2%	15%	-1%	-17%	-1%	-6%	-2

High-throughput results from PubChem BioAssay.

Some of the compounds tested; count on the stated rates, not on these rows.
